High-throughput results as filed in PubChem.
NALP3 yeast inh: inhibitors of NALP3 inflammasome in yeast; Yeast reconstituted NLRP3/ASC/caspase-1, beta-gal luminescence, 24 h; inhibition, % at 10 µM; 330,000 compounds, 0.39% hits; AID 2825;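 active means inhibition of 50% or more; inactive means inhibition below 50%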;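 further: plate controls were induced DMSO wells for no effect and uninduced yeast grown without galactose for full effect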
hIAP block: human IAP inhibition. P09923. purified IAP, CDP-Star luminescence, 30 min. inhibition, % at 10 µM. 330,000 compounds, 0.12% hits;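 active means inhibition reaching a set limit with compound at 10 µM in the primary screen, cut at about 35% in these data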;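 further: plate controls were DMSO wells with enzyme for no effect and no-enzyme buffer wells for full effect; values of inactives mirror those of a sister screen read the other way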
Target sequence (P09923 whole entry, looked up): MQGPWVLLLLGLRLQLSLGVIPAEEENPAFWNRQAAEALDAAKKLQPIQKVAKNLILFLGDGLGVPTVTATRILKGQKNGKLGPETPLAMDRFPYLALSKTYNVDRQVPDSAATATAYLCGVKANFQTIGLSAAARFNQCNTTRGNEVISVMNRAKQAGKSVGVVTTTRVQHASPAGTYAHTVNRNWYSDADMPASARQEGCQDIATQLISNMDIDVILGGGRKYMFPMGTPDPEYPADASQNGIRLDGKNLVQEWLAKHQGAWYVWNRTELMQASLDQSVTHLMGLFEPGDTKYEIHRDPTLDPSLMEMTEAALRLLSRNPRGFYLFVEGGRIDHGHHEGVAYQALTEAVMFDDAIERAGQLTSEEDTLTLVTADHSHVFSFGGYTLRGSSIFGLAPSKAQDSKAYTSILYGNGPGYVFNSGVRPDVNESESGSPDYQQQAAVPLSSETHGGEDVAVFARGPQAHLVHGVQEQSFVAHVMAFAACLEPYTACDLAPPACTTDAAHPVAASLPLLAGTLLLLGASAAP
beta cell repl: induces beta-cell replication in MIN6 cells; 330,000 compounds, 0.29% hits; MIN6 cells proliferation, ATPlite luminescence, 48 h; cells starved in 0.2% serum; 100% = growth in 10% serum; proliferation, % at 10 µM;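 active means compounds whose signal lies at least 3.5 SD above the mean of all wells on their plate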;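 further: 0% = DMSO-treated cells in low-serum medium and 100% = 10% serum control; some compounds called inactive have numbers as strong as hits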
APOBEC3A inh: human APOBEC3A DNA deaminase inhibition; P31941; 330,000 compounds, 0.41% hits; inhibition, % at 20 µM; recombinant A3A, FAM/TAMRA ssDNA deamination fluorescence;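 active means at least 40% inhibition at 20 µM here, with at most 30% in a related deaminase screen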;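 further: plate controls were A3A with DMSO for no effect and wells lacking A3A enzyme for full effect; some results filed as inactive read as strong as hits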
Target sequence (P31941 whole entry, looked up): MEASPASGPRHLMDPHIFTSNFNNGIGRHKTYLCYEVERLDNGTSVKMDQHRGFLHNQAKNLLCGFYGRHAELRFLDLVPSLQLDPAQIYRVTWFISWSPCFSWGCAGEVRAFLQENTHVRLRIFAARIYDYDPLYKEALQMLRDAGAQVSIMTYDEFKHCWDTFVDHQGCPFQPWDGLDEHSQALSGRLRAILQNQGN
hIAP act: increases human intestinal alkaline phosphatase activity | P09923 | purified human IAP, CDP-Star luminescence, 30 min; active compounds read high; 1 = vehicle-only enzyme, 0 = enzyme-free background | activation factor at 10 µM | 330,000 compounds, 0.16% hits | AID 2524;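 active means activation factor of the enzyme at least 2-fold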; further: the source names both 10 and 20 µM as test concentration; values of inactives mirror those of a sister screen read the other way
APOBEC3G inh: blocks human APOBEC3G single-stranded DNA deamination. AID 493012. Q9HC16. recombinant A3G, ssDNA deamination FAM/TAMRA fluorescence. 330,000 compounds, 0.28% hits. inhibition, % at 20 µM;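 active means inhibition of at least 40% at 20 µM, with no more than 30% in the related APOBEC3A deaminase screen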;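 further: plate controls were DMSO wells with A3G for no effect and wells lacking A3G enzyme for full effect; some compounds called inactive have numbers as strong as hits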
Target sequence (Q9HC16 whole entry, looked up): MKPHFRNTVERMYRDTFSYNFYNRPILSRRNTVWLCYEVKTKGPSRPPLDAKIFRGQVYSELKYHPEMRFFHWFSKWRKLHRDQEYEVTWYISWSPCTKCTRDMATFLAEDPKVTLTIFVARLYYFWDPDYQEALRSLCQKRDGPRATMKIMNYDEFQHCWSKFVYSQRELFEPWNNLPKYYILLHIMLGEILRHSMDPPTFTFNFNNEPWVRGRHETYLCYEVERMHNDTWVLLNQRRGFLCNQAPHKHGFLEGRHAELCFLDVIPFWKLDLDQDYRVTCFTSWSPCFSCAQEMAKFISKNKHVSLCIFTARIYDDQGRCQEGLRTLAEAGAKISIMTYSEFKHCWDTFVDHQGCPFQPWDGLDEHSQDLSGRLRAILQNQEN
mIAP act: increases mouse intestinal alkaline phosphatase activity; muIAP, CDP-Star luminescence, 30 min; active compounds read high; 1 = vehicle-only enzyme signal, 0 = enzyme-free wells; activation factor at 10 µM; 330,000 compounds, 0.24% hits;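 active means activation factor of at least 2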; further: the source names both 10 and 20 µM as test concentration; values of inactives mirror those of a sister screen read the other way
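Assay system: mouse IAP enzyme / Compound: DMSO-dissolved test compounds / Timing: 30 min, room temperature / Measured by: luminescence from enzymatic CDP-Star hydrolysis / Control set: DMSO-only wells, enzyme-free buffer wells as negative control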
SENP1 FRET inh: SENP1 (human) catalytic domain inhibition; recombinant SENP1 catalytic domain, CyPet-SUMO1-YPet FRET cleavage; 360,000 compounds, 0.21% hits; inhibition, % at 10 µM; AID 624204;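 active means inhibition at least 30% at 10 µM, raw YFP signal under a set limit, fluorescence ratio 0.5 to 1.5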;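 further: 0% = enzyme with DMSO and 100% = no enzyme wells; some results filed as inactive read as strong as hits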
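Assay system – human recombinant His6-tagged SENP1 catalytic domain enzyme · Input – SENP1 enzyme, 20 pM final · Buffer or medium – Tris pH 8 buffer plus EDTA, NaCl, BME, BSA, NP40, catalase · Schedule – 50 min reaction at room temperature · Technique – FRET read of cyan and yellow fluorescence · Control set – no-enzyme wells low, DMSO-plus-enzyme wells high control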
mIAP block: mouse IAP inhibition; purified mouse IAP, CDP-Star luminescence, 30 min; inhibition, % at 10 µM; 330,000 compounds, 0.2% hits; AID 2806;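 active means inhibition of at least 40% at 10 µM in the primary screen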;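 further: plate controls were DMSO with enzyme for no effect and no enzyme wells for full effect; values of inactives mirror those of a sister screen read the other way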
* = called active by the depositor; . = no result given. The list is partial; count on the stated rates, not on these rows.

SMILES	NALP3 yeast inh	hIAP block	beta cell repl	APOBEC3A inh	hIAP act	APOBEC3G inh	mIAP act	SENP1 FRET inh	mIAP block
CC(=O)N1CCOc2ccc(S(=O)(=O)N3CCC(C(=O)Nc4ccccc4F)CC3)cc21	1	6	1	-3	0.94	-7	1	2	-4
CN(C(=O)CSc1nnc(-c2ccc(F)cc2)n1C)C1CCS(=O)(=O)C1 (configuration not stated)	3	-16	-2	2	1.2	-2	0.99	1	1
CC(=O)N1CCN(c2nc(-c3cccs3)nc3ccccc23)CC1	-4	-33	0	-3	1.3	-2	1.1	-2	-11
Cc1c(C(=O)N2CCCc3ccccc32)sc2nc(-c3ccccc3)cn12	37	8	-1	-2	0.92	-5	0.91	4	9
Cc1cccc(NCc2ccccc2O)n1	26	5	0	3	0.95	2	0.93	2	7
CCOc1ccc(CCNC(=O)COC(=O)c2ccc(F)c(S(=O)(=O)N3CCOCC3)c2)cc1OCC	15	-5	1	-1	1.1	-3	0.95	0	5
O=CN1CCN(S(=O)(=O)c2ccc(Cl)c(C(=O)O)c2)CC1	6	11	3	2	0.89	-10	1.1	4	-10
Cc1nc(C(C)NC(=O)CCc2nnc(CCCc3ccccc3)o2)c(C)s1 (configuration not stated)	15	7	0	1	0.93	-1	1	1	-4
O=C(COC(=O)c1ccc(O)cc1O)Nc1nnc(-c2ccccc2)o1	-8	-5	-2	-3	1.1	-5	0.97	0	3
CC12CCC(C(=O)N(CSC(=S)N/N=C\c3ccccc3O)C1=O)C2(C)C (configuration not stated)	33	5	-1	-4	0.95	-5	0.87	7	13
Cc1ccc(F)cc1NCC(=O)Nc1ccc(Br)cc1	29	-6	-2	5	1.1	-4	1.3	2	-31
COC(=O)c1sc2cc([N+](=O)[O-])cc(SCC(C)C)c2c1N	11	23	0	-5	0.77	-12	0.91	78	10
O=C(NCc1n[nH]c(=S)n1-c1ccc(Br)cc1)c1cccs1	5	-18	1	10	1.2	26	0.94	2	6
O=C(Nc1ccc(O)cc1)C1CCCN1S(=O)(=O)c1ccc(F)cc1 (configuration not stated)	7	-3	-4	-3	1	-8	0.99	2	1
CN(Cc1ccc2nsnc2c1)Cc1nc(Cc2cccc(F)c2)no1	-2	4	-2	-1	0.96	-5	0.91	2	9
Oc1cccc(/C=N/NC(=S)NCCN2CCOCC2)c1O	5	-91	-5	-2	1.9	2	0.98	-7	2
CCCn1nnnc1NCc1ccc(CC)cc1	26	-11	-3	-4	1.1	-7	0.95	-1	5
CC[C@]1(C(=O)OC)[C@H]2C(=O)N(C)C(=O)[C@H]2[C@H]2CN=C(SCc3ccc(C)cc3)N21	.	.	.	-3	.	0	0.95	1	5
Cc1cc(/C=C(\C#N)C(=O)O)c(C)n1-c1ccc(Br)cc1	-12	-16	-1	1	1.2	-1	1	-1	-3
CCCN(CCC)C(=S)NC(=O)c1ccc(-c2ccccc2)cc1	38	-24	-5	2	1.2	-1	1	0	-1
O=C(OCc1cc2ccccc2[nH]c1=O)c1cccnc1	11	17	0	4	0.83	1	0.67	3	33
CCOC(=O)/C=c1\s/c(=C\c2sccc2C)c(=O)n1CC(=O)NCc1ccc(C)cc1	17	13	-5	3	0.87	-4	0.99	.	1
COc1cc2ccccc2cc1C(=O)OCC(=O)N(C)c1c(N)n(Cc2ccccc2)c(=O)[nH]c1=O	2	-5	4	2	1	-9	0.92	0	8
COc1ccc(NC2CCCN(C(=O)CCC3=NNC(=O)CC3)C2)cc1 (configuration not stated)	8	15	-3	-1	0.85	-2	0.96	2	4
CC(C)(Cc1ccc(O)cc1)NC(=O)c1ccccc1	14	-11	-2	-3	1.1	0	0.79	-1	21
CCn1c(SCC(=O)Nc2cc(C)on2)nnc1-c1ccc(OC)cc1	12	6	-1	-4	0.94	-5	0.93	1	7
Cc1cc(C)n(-c2ncc3c(n2)N(C)CCOC3=O)n1	9	11	-2	3	0.89	1	1.1	2	-7
CC1CCCN(S(=O)(=O)CCNC(=O)c2ccccc2)C1 (configuration not stated)	24	14	-2	1	0.86	4	1.1	2	-5
CCc1nnc(NC(=O)c2ccc(S(=O)(=O)N3CCCCC3)cc2)s1	7	0	-1	-3	1	-10	0.94	-2	6
Clc1c2c(nc3ccccc13)CCC2	15	9	-2	0	0.91	-2	1.1	-1	-6
CCNC(=O)n1nccc1C(C)Oc1cccc(C(F)(F)F)c1 (configuration not stated)	-9	8	-2	-2	0.92	-7	0.93	0	7
Cc1nc2c(C(=O)N3CCCC3)cnn2c(C)c1Cc1c(F)cccc1Cl	4	11	1	-1	0.89	-11	0.95	2	5
CCOCCCNC(=O)c1cc2cc3cc(OC)ccc3nc2o1	21	11	1	4	0.89	13	1	-3	-3
Cc1csc(NC(=O)C(NC(=O)c2ccccc2F)C(C)C)n1 (configuration not stated)	10	-8	-1	-1	1.1	-8	1	3	-5
Cc1nnc(C)c2c(C)n(N)c(C)c12	-13	-16	2	-4	1.2	-7	1	-4	-4
CNC(=S)/N=C(/Nc1ccccc1)c1ccccc1	-30	1	-2	9	0.99	5	0.95	0	4
COc1cc(CNn2nnnc2N)cc(Br)c1OCc1c(Cl)cccc1Cl	3	6	-4	3	0.94	4	1.1	3	-5
Cc1ccsc1C(=O)OCC(=O)c1cc(C)n(CC2CCCO2)c1C (configuration not stated)	16	-5	-6	1	1.1	0	0.99	-2	1
O=C(CN1C(=O)S/C(=C/c2cccn2-c2ccc(O)cc2)C1=O)N1CCCC1	19	19	-2	-2	0.81	-4	1	-1	0
CCC(CC)C(=O)Nc1cccc(C(=O)Nc2ccc(OC)cc2[N+](=O)[O-])c1	2	6	1	1	0.94	-2	0.96	19	4
CC1(NC(=O)Cc2ccc(S(=O)(=O)N3CCOCC3)s2)CCS(=O)(=O)C1 (configuration not stated)	9	12	-1	1	0.88	-9	0.93	-1	7
CC1=C(C(N)=O)C(c2ccc(Cl)cc2Cl)n2ncnc2N1 (configuration not stated)	3	-6	-2	-6	1.1	-9	1	0	-2
COc1ccc(N2CCN(C(=O)CCCCCn3c(=S)[nH]c4cc5c(cc4c3=O)OCO5)CC2)cc1	-1	-10	-4	-5	1.1	-6	0.95	0	5
CC(C)CN1C(=O)/C(=C(/C#N)C(=O)NC2CCCCC2)c2ccccc21	-3	13	-6	3	0.87	-6	0.93	1	7
CC(C)C(C)(C#N)NC(=O)CSc1nc2scc(-c3ccc(F)cc3)c2c(=O)n1Cc1ccccc1 (configuration not stated)	19	2	-4	1	0.98	-5	1.1	2	-8
CC(C)n1c(O)c(N=Nc2ccccn2)c2ccccc21	20	6	1	-5	0.94	-5	0.81	8	19
CCCc1c(C(=O)Nc2ccc(N3CCOCC3)cc2)cnn1-c1ccccc1	30	13	-2	3	0.87	-5	0.95	3	4
CCCCNC(=O)COC(=O)c1ccc(SC)cc1OC	31	4	2	-1	0.96	-4	0.95	4	5
O=C(O)CN1C(=O)C(=O)N(Cc2c(F)cccc2Cl)C1=O	22	-9	0	0	1.1	2	1	0	-4
O=C(O)c1cc(-c2ccncc2)nc2ccc(F)cc12	-2	-1	-2	4	1	0	1.1	.	-5

Carrying on:
SMILES	NALP3 yeast inh	hIAP block	beta cell repl	APOBEC3A inh	hIAP act	APOBEC3G inh	mIAP act	SENP1 FRET inh	mIAP block
c1ccc(-c2ncc3ccccn23)cc1	-5	16	-2	-4	0.84	-11	0.94	-10	6
CCCCNC(=S)NNC(=O)c1csc(C(C)C)c1	22	-6	4	-4	1.1	-8	1	5	-4
Cc1cccc(NC(=O)CSc2nc3ccccc3c3nc(CCc4c(C)n[nH]c4C)nn23)c1	-5	-4	-6	-4	1	-7	1.2	0	-17
CCN(c1ccc(C(=O)CN2C(=O)NC3(CCOc4ccccc43)C2=O)cc1)S(C)(=O)=O (configuration not stated)	-9	3	-6	13	0.97	-4	1	-8	-2
O=C(NCc1cc(C(F)(F)F)ccc1Cl)c1cccc2c1C(=O)c1ccc(-c3ccc(OC(F)(F)F)cc3)cc1S2(=O)=O	11	-6	-6	-4	1.1	-4	0.93	.	8
CCOc1ccc(NC(=O)CC(Cc2cc(C)cc(C)c2)C(=O)O)cc1 (configuration not stated)	4	-8	-1	-2	1.1	-4	1	0	-2
CCOc1ccc(S(=O)(=O)Nc2cccnc2)cc1	-12	-8	-1	1	1.1	0	1	-1	-4
O=CNc1ccc(S(=O)(=O)NCc2ccccc2)cc1	8	9	1	7	0.91	2	1	2	-2
COc1ccc2nc(SCC(=O)Nc3c(C)cc(C)cc3C)[nH]c2c1	0	-9	-3	-1	1.1	1	1.1	-1	-7
Cc1ccc(OCCCC(=O)Nc2ccc(S(=O)(=O)Nc3ccccn3)cc2)cc1	-3	0	0	-1	1	-4	0.99	1	1

Only hIAP act, for some of the entries so far:
canonical_smiles	hIAP act
O=CN1CCN(S(=O)(=O)c2ccc(Cl)c(C(=O)O)c2)CC1	0.89
O=C(O)c1cc(-c2ccncc2)nc2ccc(F)cc12	1

Later entries:
SMILES	NALP3 yeast inh	hIAP block	beta cell repl	APOBEC3A inh	hIAP act	APOBEC3G inh	mIAP act	SENP1 FRET inh	mIAP block
CC(C)C[C@H](NC(=O)C1CCN(S(=O)(=O)c2ccccc2)CC1)C(=O)NCc1ccncc1	9	-7	2	-8	1.1	-10	0.93	1	7
c1ccc2c(c1)CCN(c1nc3ccccc3n3cnnc13)C2	17	6	-4	0	0.94	-9	1.1	-9	-6
Cc1noc(NS(=O)(=O)c2ccc(NC(=O)CSc3nnc4c(n3)[nH]c3ccccc34)cc2)c1C	-4	9	0	-1	0.91	-1	0.83	1	17
CSC(=O)NC12CC3CC(CC(C)(C3)C1)C2	26	5	-1	-3	0.95	-4	1	2	0
COC1CCN(C(=O)CC2C(=O)NCCN2CC2CCCCC2)CC1 (configuration not stated)	-2	-9	-2	-1	1.1	-9	0.98	-25	2
CCN1CCN(c2ccc(S(=O)(=O)N3CCOCC3)cc2NC(=O)c2ccc(Cl)s2)CC1	13	4	4	-1	0.96	-11	0.98	-1	2
COc1ccccc1-c1ccc(SCc2ccc(C)cc2)nn1	54*	1	-1	2	0.99	-2	1	0	-1
Cc1sc(NC(=O)c2ccccc2)c(C(=O)N2CCN(C)CC2)c1C	10	6	-2	2	0.94	-4	0.96	-9	4
CCOC(=O)CC1C(=O)NCCN1S(=O)(=O)c1ccc(Cl)cc1 (configuration not stated)	-2	-10	-2	-7	1.1	-9	1.1	-2	-8
Cc1cccc(CC2SC(N3CCN(c4ccccc4)CC3)=NC2=O)c1 (configuration not stated)	13	4	0	1	0.96	10	1.1	3	-6
Cc1ccc(C(=O)OCC(=O)NCCc2ccc(S(N)(=O)=O)cc2)o1	28	5	-2	10	0.95	22	1.1	-2	-6
O=C(NCc1ccccc1)Nc1cccn(Cc2ccccc2)c1=O	11	15	0	-1	0.85	-3	1	0	-3
Cc1c(C(=O)NC2CC2)oc2ccccc12	1	-3	-1	-6	1	-8	0.97	1	3
O=C(COC(=O)c1cccs1)NCc1ccc2c(c1)OCO2	-8	8	-2	-2	0.93	0	0.99	1	1
COc1ccc(-c2nc(CCNS(=O)(=O)c3ccc4c(c3)OCCO4)cs2)cc1	16	-6	-5	3	1.1	1	1	1	-2
